CHRM1 PAM: human M1 muscarinic receptor positive allosteric modulators, primary screen, CHO-K1 cells, Fluo-8 calcium fluorescence, 1536-well; Muscarinic acetylcholine receptor M1 (Homo sapiens), P11229; CHO-K1 hM1, ACh EC20; 0% = ACh EC20, 100% = maximal ACh; activation, % at 3 µM; 360,000 tested, 0.088% active; AID 588819, 2011; in the data active means activation above about 19%, passing the limit was not always enough
M5 PAM: human M5 muscarinic receptor positive allosteric modulators, primary screen, CHO-K1 cells, Fluo-8 calcium fluorescence | 360,000 tested, 0.3% active | CHO-K1 hM5, ACh EC20 PAM; 0% = ACh EC20, 100% = ACh EC100 | AID 624038, 2012 | activation, % at 3 µM | Muscarinic acetylcholine receptor M5 (Homo sapiens), P08912;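 active means activation above the run cutoff, the mean activation of all test compounds plus 3 SD, cut at about 18% in these data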
Target sequence (P08912 whole entry, looked up): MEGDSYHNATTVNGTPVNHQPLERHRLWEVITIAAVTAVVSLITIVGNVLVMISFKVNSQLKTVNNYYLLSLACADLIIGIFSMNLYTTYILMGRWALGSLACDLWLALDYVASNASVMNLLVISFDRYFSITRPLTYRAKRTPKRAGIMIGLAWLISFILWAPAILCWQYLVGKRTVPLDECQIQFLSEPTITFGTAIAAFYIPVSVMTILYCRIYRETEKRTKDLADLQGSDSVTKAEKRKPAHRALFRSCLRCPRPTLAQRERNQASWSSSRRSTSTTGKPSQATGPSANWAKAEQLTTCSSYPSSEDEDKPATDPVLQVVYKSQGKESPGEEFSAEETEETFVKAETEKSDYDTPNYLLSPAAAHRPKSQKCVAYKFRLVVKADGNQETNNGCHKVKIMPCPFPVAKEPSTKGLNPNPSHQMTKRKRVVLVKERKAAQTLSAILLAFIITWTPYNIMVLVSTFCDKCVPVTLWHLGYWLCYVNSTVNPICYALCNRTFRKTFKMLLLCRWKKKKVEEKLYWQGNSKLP
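Measured by: Fluo-8 calcium fluorescence; material: human M5 receptor in CHO-K1 cells; schedule: Post-acetylcholine fluorescence recording 140 s; benchmarks: low control EC20 acetylcholine (0%), high control EC100 acetylcholine (100%); read-out: Max/basal fluorescence ratio as % of EC20–EC100 ACh window; compound: single dose, 3 µM nominal final test concentration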
CRFR2-BP ag: agonists of CRF-BP/CRF-R2 complex, primary screen, cell-based, HEK293, calcium dye fluorescence, uHTS; CRF-binding protein / CRF receptor 2 complex (human); activation, % at 13.2 µM; calcium dye fluorescence (FLIPR); percent of saturating CRF peptide response; 350,000 tested, 0.46% active; AID 588473, 2011;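 active means activation of at least 50%, plus an integration ratio under a set limit after plate pattern correction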;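 further: plate controls were neutral control wells without compound for no effect and CRF at EC100 for full effect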
M4 PAM: human M4 muscarinic receptor positive allosteric modulators, primary screen, CHO-K1 cells, Fluo-8 calcium fluorescence | Muscarinic acetylcholine receptor M4 (Homo sapiens), P08173 | CHO-K1 hM4/Gqi5, ACh EC20; 0% = ACh EC20, 100% = maximal ACh | activation, % at 3 µM | 360,000 tested, 0.4% active;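 active means activation above its plate's cutoff, the mean activation of sample wells plus 3 SD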; further: some results filed as inactive read as strong as hits
Target sequence (P08173 whole entry, looked up): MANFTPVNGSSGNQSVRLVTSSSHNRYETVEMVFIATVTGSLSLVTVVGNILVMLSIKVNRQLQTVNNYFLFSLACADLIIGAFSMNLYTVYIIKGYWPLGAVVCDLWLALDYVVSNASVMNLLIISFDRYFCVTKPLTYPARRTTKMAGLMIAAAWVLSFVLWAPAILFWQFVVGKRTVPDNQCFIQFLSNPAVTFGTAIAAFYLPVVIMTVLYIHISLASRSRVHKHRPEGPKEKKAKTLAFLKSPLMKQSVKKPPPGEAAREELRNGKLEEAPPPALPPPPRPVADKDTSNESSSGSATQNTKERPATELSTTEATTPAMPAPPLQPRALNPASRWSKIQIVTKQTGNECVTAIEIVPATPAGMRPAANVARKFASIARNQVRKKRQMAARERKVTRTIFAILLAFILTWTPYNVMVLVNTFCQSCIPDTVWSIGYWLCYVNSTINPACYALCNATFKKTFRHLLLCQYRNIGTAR
M4 antag: human M4 muscarinic receptor antagonists, primary screen, CHO cells, Fluo-8 calcium fluorescence. CHO-hM4 cells, ACh EC80. inhibition, % at 3 µM. 360,000 tested, 0.73% active;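 active means inhibition above its plate's cutoff, the mean inhibition of sample wells plus 3 SD, cut at about 27% in these data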;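 further: 0% = acetylcholine EC80 with DMSO and 100% = DMSO without agonist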
M5 ag: human M5 muscarinic receptor agonists, primary screen, CHO-K1 cells, Fluo-8 calcium fluorescence. 360,000 tested, 0.19% active. CHO-K1 hM5 cells; 0% DMSO wells, 100% maximal acetylcholine response. activation, % at 3 µM. Muscarinic acetylcholine receptor M5 (Homo sapiens), P08912. AID 624037, 2012;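 active means activation above the run's mean over test compounds plus 3 SD, cut at about 23% in these data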;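 further: signal is peak over basal fluorescence ratio across the kinetic read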
CHRM1 antagonist: human M1 muscarinic receptor antagonists, primary screen, CHO-K1 cells, Fluo-8 calcium fluorescence, 1536-well. CHO-K1 hM1, ACh EC80 antagonist. inhibition, % at 3 µM. 360,000 tested, 1.3% active. AID 588852, 2011;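 active means percent inhibition above its own plate's cutoff, namely the mean of that plate's compound wells plus 3 SD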;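 further: peak over basal fluorescence ratio during 140 s after agonist addition; 0% = ACh EC80 plus DMSO and 100% = DMSO alone without agonist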
M5 antag: human M5 muscarinic receptor antagonists, primary screen, CHO cells, Fluo-8 calcium fluorescence | Muscarinic acetylcholine receptor M5 (Homo sapiens), P08912 | CHO-hM5 cells, ACh EC80 | AID 624040, 2012 | 360,000 tested, 0.59% active | inhibition, % at 3 µM;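 active means inhibition above a per-plate cutoff, the mean of that plate's test compounds plus 3 SD, cut at about 27% in these data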;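 further: 0% = acetylcholine EC80 with DMSO and 100% = DMSO without agonist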
M4 ag: human M4 muscarinic receptor agonists, primary screen, CHO-K1 cells, Fluo-8 calcium fluorescence; Muscarinic acetylcholine receptor M4 (Homo sapiens), P08173; CHO-K1 hM4/Gqi5; vehicle 0%, full acetylcholine response 100%; activation, % at 3 µM; 360,000 tested, 0.14% active; AID 624127, 2012;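 active means activation above the run mean over all test wells plus 3 SD, cut at about 32% in these data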;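 further: peak over basal fluorescence ratio per well then scaled between controls; 0% = DMSO wells and 100% = acetylcholine at EC100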
Starred values were filed as active, the others as inactive; / = no result given.

item	Molecule	CHRM1 PAM	M5 PAM	CRFR2-BP ag	M4 PAM	M4 antag	M5 ag	CHRM1 antagonist	M5 antag	M4 ag
1	CCCc1cc(=O)[nH]c2nnc(SCC(=O)Nc3cccc(NC(C)=O)c3)n12	16	-2	1.6	-1	3	6	2	9	0
2	O=C(CCNS(=O)(=O)c1ccccc1)OCC(=O)c1ccc(F)cc1	-1	-5	1.5	-11	-5	5	2	1	9
3	c1ccc(-n2nnnc2CN2CCOCC2)cc1	26	12	-1.9	9	-9	3	-12	-18	1
4	N#C/C(=C\c1cc2ccccc2nc1N1CCCCC1)C(N)=O	-3	-1	1.6	-6	-19	3	6	-2	6
5	CCOC(=O)CCCC(=O)Nc1ncnc2c1C(c1ccccc1)c1c(ccc3ccccc13)O2 (centres undefined)	6	-4	-0.2	8	-12	1	-5	5	5
6	O=C(NC1CCCCC1)c1ccc(-c2ccccc2)cc1	3	-1	1.3	3	-8	-1	-8	11	1
7	CCCCC(=O)Nc1ccc2c(c1)nc(CCNC(=O)c1ccco1)n2C	8	-1	1.1	1	4	-2	-6	-7	2
8	CCCN1C(=O)CC(=O)N=C1SCC(=O)Nc1ccccc1F	-2	-18	0.1	-13	3	20	-1	1	28
9	CCN(CC)C(=O)[C@H]1C[C@H](CC(=O)NCCCn2ccnc2)C(=O)N2CCc3c([nH]c4cc(CCC(=O)N(C)C)ccc34)[C@]12C	2	0	0.5	7	-25	0	-12	-3	1
10	COC(=O)c1ccc(OC)c(Cn2c(=O)n(C)c(=O)c3sccc32)c1	6	-3	-0.5	5	-1	-5	-10	16	-1
11	CCc1nnc(NC(=O)CSc2nnc(-c3cccnc3)n2CCc2ccccc2)s1	13	11	0.5	4	0	1	-13	-1	0
12	CC(=O)Cn1c(=O)oc2ccccc21	10	-20	-0.7	-27	-1	3	-1	14	10

(more compounds)
item	Molecule	CHRM1 PAM	M5 PAM	CRFR2-BP ag	M4 PAM	M4 antag	M5 ag	CHRM1 antagonist	M5 antag	M4 ag
13	Cn1c(=O)c2c(ncn2Cc2nnc(N)s2)n(C)c1=O	1	7	1.0	-5	5	1	-1	-2	0
14	CN(C(=O)COn1nnc2ccc(S(=O)(=O)N3CCOCC3)cc21)c1ccccc1	4	3	-0.6	3	-5	0	-17	2	3
15	CC(=O)Nc1c(O)nc(SC/C=C/CSc2nc(O)c(NC(C)=O)c(=O)[nH]2)[nH]c1=O	9	-3	0.6	4	-6	-4	-6	2	0
16	CCN(CC)C(=O)c1ccccc1NC(=O)c1cccc(S(=O)(=O)N(CC)CC)c1	6	0	-2.5	0	-2	0	-8	-4	1
17	O=C(NC1CCCC1)C(c1ccccn1)N(C(=O)c1csnn1)c1ccc(F)cc1 (centres undefined)	0	-2	0.2	6	-5	-2	1	5	3
18	Cc1cc2c(NCc3ccccc3)ncnc2s1	-5	-8	-0.1	-10	7	5	16	15	10
19	COc1ccc(/C=C(\CC(=O)O)c2nc3ccccc3s2)cc1O	4	8	-1.3	1	-3	1	-3	7	2
20	COc1cc(S(=O)(=O)NC2CCCCC2C)ccc1Cl (centres undefined)	-3	-6	-0.8	1	5	-7	3	-8	2
21	COCCNC(=O)C1Nc2ccc(OC(F)(F)F)cc2C2C=CCC12 (centres undefined)	0	0	0.5	3	1	3	11	15	2
22	Nc1sc2c(c1C(=O)NC1CCS(=O)(=O)C1)CCC2 (centres undefined)	3	4	1.6	0	0	0	-16	-10	1
23	Cc1cccc(CN(C)CCc2ccccn2)c1	-2	2	0.2	5	5	0	3	-4	1
24	CN(C)c1ccc(NC(=O)CN2CCN(c3ccc(F)cc3)CC2)cc1	-1	-4	-0.4	-4	-5	-1	10	5	0

The results go on:
item	Molecule	CHRM1 PAM	M5 PAM	CRFR2-BP ag	M4 PAM	M4 antag	M5 ag	CHRM1 antagonist	M5 antag	M4 ag
25	O=C(c1cccs1)N1CCN(c2cc(Cl)ccc2Cl)CC1	7	13	-1.9	-2	-7	-5	-1	-12	1
26	COC(=O)c1sc(N2C(=O)C(O)=C(C(=O)c3ccc(C)o3)C2c2ccc(F)cc2)nc1C (centres undefined)	8	6	2.1	7	-8	2	-10	-10	3
27	COc1ccc(CCCC(=O)Nc2ccccc2F)cc1	2	4	-1.1	11	-3	-5	-4	1	-1
28	NC(=O)C1CCN(Cc2nnnn2Cc2ccco2)CC1	15	12	2.7	2	-2	-2	-12	2	1
29	Cn1c(=O)oc2cc(C(=O)c3ccccc3)ccc21	-5	-13	-1.7	-8	6	0	-4	13	17
30	CCNC(=O)Nc1cc2nc(C)n(Cc3ccc(Br)cc3)c2nc1C	8	0	-0.7	1	3	2	-11	0	0
31	Cn1c(CCN2CCCCC2)nc2cc(NC(=O)COc3ccc([N+](=O)[O-])cc3)ccc21	-13	-2	-0.6	-7	5	-8	22	-1	1
32	COc1ccc(CN(C)Cc2ccccc2)c(OC)c1OC	-4	-7	0.8	-14	7	-2	-8	9	0
33	O=C(NC(=S)NC1C2CC3CC(C2)CC1C3)c1ccccc1 (centres undefined)	6	-2	1.9	6	-18	-1	-17	-10	0
34	O=C(Oc1ccc(N2C(=O)CCC2=O)cc1)c1ccco1	1	0	0.0	-1	-5	-3	-17	-4	1
35	CCNC(=O)C/C(C)=N/NC(=O)C(=O)Nc1ccc(CC)cc1	8	2	0.7	6	-8	-1	-2	4	1
36	CC(=O)C[C@@H](O)CC(=O)[C@@H]1OC(=O)CCCCCCCc2ccccc21	18	12	0.1	8	2	-11	-16	1	2

New compounds follow:
item	Molecule	CHRM1 PAM	M5 PAM	CRFR2-BP ag	M4 PAM	M4 antag	M5 ag	CHRM1 antagonist	M5 antag	M4 ag
37	COC(=O)c1c(NC(=O)c2ccn(C)n2)sc2c1CCC2	11	0	0.3	8	-15	-2	-14	-12	1
38	O=C(O)c1ccc(NC(=O)c2ccc(COc3ccc(Cl)cc3)o2)cc1	-3	-12	0.4	-8	9	-1	5	26	21
39	Cc1ccc(C(=O)Nc2ccc(S(=O)(=O)NCc3ccco3)cc2)cc1	6	5	1.2	-6	11	-1	-5	-2	4
40	CN(C)c1ccc(NC(=S)NCC2CCCO2)cc1 (centres undefined)	5	3	0.5	7	-4	-2	-6	2	1
41	COc1ccc(C(CNC(=O)c2ccc(-c3ccccc3)cc2)N(C)C)cc1OC (centres undefined)	0	4	0.2	-4	14	-4	7	-5	4
42	CC1CCCCN1C(=O)CCS(=O)(=O)Cc1ccccc1 (centres undefined)	3	6	2.5	-2	8	-1	0	-3	1
43	COc1ccccc1C1=NNC(=Nc2cccc(S(=O)(=O)N(C)C)c2)SC1	6	4	-1.3	3	4	-1	-2	17	1
44	O=C1NC(=S)SC1=Cc1ccccn1	5	2	/	5	1	3	-2	-5	1
45	Cn1c(=O)oc2cc(S(=O)(=O)NCc3ccc(Cl)cc3)ccc21	3	-6	-1.3	4	-5	-4	-6	-2	2
46	COc1ccc(S(=O)(=O)NC(C)C(=O)NCc2ccccn2)cc1OC (centres undefined)	2	1	1.4	-3	0	-2	1	6	2
47	C[C@H]1CN([C@@H](C)CO)C(=O)c2cccc(NS(=O)(=O)c3ccc(F)cc3)c2O[C@H]1CN(C)S(=O)(=O)c1cn(C)cn1	10	-2	0.4	2	-13	1	-20	-1	1
48	CC1(C(=O)NS(=O)(=O)C2CC2)CCN(C(=O)COc2ccc(Cl)cc2Cl)C1 (centres undefined)	11	-1	/	-5	5	0	-8	1	0

New compounds follow:
item	Molecule	CHRM1 PAM	M5 PAM	CRFR2-BP ag	M4 PAM	M4 antag	M5 ag	CHRM1 antagonist	M5 antag	M4 ag
49	O=C(O)c1cc(-c2cccs2)nc2ccc(Br)cc12	12	-1	/	1	-11	-2	-5	1	2
50	O=C1CC(N2CCN(Cc3ccc(Cl)cc3)CC2)C(=O)N1CCc1ccccc1 (centres undefined)	-16	-11	-0.6	-8	-2	-4	18	6	12
51	CCOC(=O)N1CCN(C(=O)CSc2nnc(-c3cccc(Cl)c3)o2)CC1	9	1	-4.1	5	-9	2	-15	-6	1
52	NC(=S)NNC(=O)c1cccc(Cl)c1	0	9	1.0	2	-15	4	-8	1	0
53	CC(=O)c1cccc(NC(=O)CCS(=O)(=O)c2cc3c(cc2C)NC(=O)CO3)c1	2	-3	0.0	2	-18	-3	7	-6	0
54	CCn1cc(/C=C(\NC(=O)c2ccc(OC)c(OC)c2)C(=O)NCCCN2CCOCC2)c2ccccc21	23	7	1.6	7	-2	-4	-12	-1	1
55	Brc1ccccc1/C=N/Nc1ccccn1	8	-3	3.6	3	1	2	-7	10	0
56	O=C(NCc1ccco1)c1ccc(COc2cccc3ccccc23)cc1	-4	-5	-1.3	-3	7	-3	4	-3	0
57	CC(C(=O)Nc1ccc(O)cc1)c1cccc(C(=O)c2ccccc2)c1 (centres undefined)	-1	-8	-3.3	-8	0	7	-1	8	8
58	Cc1oc2nc(SCC(=O)NCCCO)nc(N)c2c1C	2	-3	0.3	11	-3	-3	-3	-5	1
59	Cc1c(N)cc[n+](CC(=O)c2ccccc2)c1C	-17	-12	1.2	-14	-5	-5	16	-2	13
60	CCN(CC)c1ccc(/C=C/c2cc(-c3ccccc3)c3ccccc3n2)cc1	-2	-5	67*	-5	31*	9	36*	20	24

Continuation:
item	Molecule	CHRM1 PAM	M5 PAM	CRFR2-BP ag	M4 PAM	M4 antag	M5 ag	CHRM1 antagonist	M5 antag	M4 ag
61	CCCn1nc(C(=O)NNC(=O)CSC(C)C(=O)Nc2cc(C)on2)c2ccccc2c1=O (centres undefined)	6	-6	1.5	11	2	-5	-7	6	-2
62	COc1ccc(NC(=O)CN2C(=O)/C(=C3\SC(=S)N(CCC(=O)O)C3=O)c3ccccc32)cc1	5	5	-0.8	0	4	-4	-6	-3	0
63	N=c1n(CCCOc2ccc(F)cc2)c2ccccc2n1CC(N)=O	4	7	-0.6	-2	6	-3	-6	2	0
64	CCN(CC)S(=O)(=O)c1ccc(NC(=O)c2ccc(OCC3CCCO3)cc2)cc1 (centres undefined)	1	-18	2.9	-1	-11	9	1	-5	20
65	CC1CCCC(NC(=O)COC(=O)c2cccc(S(=O)(=O)N3CCCCC3)c2)C1C (centres undefined)	5	-2	-0.3	7	-3	1	-6	4	0
66	COc1ccc(-c2cc(N)n(CCC#N)n2)c(OC)c1	8	-2	0.5	-2	3	-4	-5	-1	0
67	CCOc1cc(Br)c(Br)c(C=Nc2ccc(NC(C)=O)cc2)c1O	9	2	12	-1	0	0	-13	-4	0
68	CCN1CCN(C(=S)Nc2ccc(Cl)c(Cl)c2)CC1	-5	-8	-1.2	-5	14	-1	15	7	9
69	COc1ccccc1CNC(=O)CCCNS(=O)(=O)c1cccc2nsnc12	6	-4	-1.5	-11	10	3	-1	0	1
70	Cc1nc(NC(=O)CN2CCN(c3cccc(Cl)c3)CC2)sc1C(=O)N(C)C	17	1	-2.0	11	-13	1	-15	-3	2
71	CCOc1ccccc1NC(=O)c1ccccc1-c1ccccc1	6	-9	-1.2	-4	-17	-4	-14	13	-1

Screens deposited in PubChem by several laboratories.
